Assay outcomes (PubChem BioAssay)
pPAFAH inh = pPAFAH enzyme inhibitors, primary screen, biochemical, fluorescence polarization, human; Platelet-activating factor acetylhydrolase (Homo sapiens), Q13093; recombinant pPAFAH, FP-rhodamine probe fluorescence polarization; inhibition, % at 3.39 µM; 330,000 tested, 1.5% active; AID 463082, 2010;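 active = inhibition above the mean inhibition across the screen plus 3 SD, cut at about 25% in these data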;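 also: inhibitors block binding of the rhodamine activity-based probe so polarization drops; 0% = enzyme with DMSO and 100% = wells lacking pPAFAH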
LYPLA1 inh = LYPLA1 inhibitors, primary screen, counter-screen for PME1 inhibitor project, biochemical, fluorescence polarization, FP-Rh probe ABPP; Acyl-protein thioesterase 1 (Homo sapiens), O75608; recombinant LYPLA1; inhibition, % at 5.9 µM; 320,000 tested, 0.16% active; AID 2174, 2009;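 active = inhibition above the mean of all tested compounds plus 3 SD, set per campaign, cut at about 14% in these data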;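 also: inhibitors block serine hydrolase probe labeling of LYPLA1 so polarization falls; 0% = enzyme with DMSO and 100% = wells lacking LYPLA1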
Target sequence (O75608 whole entry, looked up): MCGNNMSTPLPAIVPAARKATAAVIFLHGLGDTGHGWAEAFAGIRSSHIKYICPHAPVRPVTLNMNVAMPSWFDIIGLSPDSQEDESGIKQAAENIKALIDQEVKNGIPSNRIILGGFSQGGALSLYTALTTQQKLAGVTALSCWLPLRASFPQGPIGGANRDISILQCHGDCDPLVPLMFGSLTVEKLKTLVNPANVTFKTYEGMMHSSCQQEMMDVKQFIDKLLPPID
PAFAH1B2 FP inh = PAFAH1B2 enzyme inhibitors, primary screen, biochemical, fluorescence polarization, human. recombinant PAFAH1B2, FP-rhodamine activity probe. inhibition, % at 3.39 µM. 340,000 tested, 1.2% active;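 active = inhibition above the mean of all tested compounds plus 3 SD, cut at about 24% in these data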;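 also: 0% = enzyme with DMSO and 100% = wells lacking PAFAH1B2; many of its hits are not listed in these tables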
Target sequence (P68402 whole entry, looked up): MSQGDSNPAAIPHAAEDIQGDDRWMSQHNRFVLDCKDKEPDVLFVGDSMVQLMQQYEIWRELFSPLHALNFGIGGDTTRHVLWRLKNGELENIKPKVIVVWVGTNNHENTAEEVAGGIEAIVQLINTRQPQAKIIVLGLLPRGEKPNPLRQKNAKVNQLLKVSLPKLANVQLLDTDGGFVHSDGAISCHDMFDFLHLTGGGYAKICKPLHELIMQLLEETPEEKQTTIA
PAFAH2 FP inh = PAFAH2 enzyme inhibitors, primary screen, biochemical, fluorescence polarization, human; Platelet-activating factor acetylhydrolase 2, cytoplasmic (Homo sapiens), Q99487; recombinant PAFAH2, FP-rhodamine activity probe; inhibition, % at 3.39 µM; 340,000 tested, 0.99% active;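 active = inhibition above the mean over all tested compounds plus 3 SD, cut at about 30% in these data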;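 also: inhibitors block probe labeling of enzyme so polarization drops; 0% = enzyme with DMSO and 100% = wells lacking PAFAH2 protein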
ZTA DNA inh = ZTA (EBV) inhibition in EBNA-1 counter-screen | AID 2234 | P03206 | 320,000 tested, 0.15% active | ZTA-DNA binding, fluorescence polarization | inhibition, % at 11 µM; in the data active = inhibition above about 33%
PAFAH1B3 inh = PAFAH1B3 enzyme inhibitors, primary screen, biochemical, fluorescence polarization, human. Platelet-activating factor acetylhydrolase IB subunit alpha1 (Homo sapiens), Q15102. 340,000 tested, 0.28% active. AID 492972, 2010. recombinant PAFAH1B3, FP-rhodamine probe. inhibition, % at 3.39 µM;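 active = inhibition above the screen-wide average of all tested compounds plus 3 SD, cut at about 25% in these data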;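 also: 0% = enzyme with DMSO only and 100% = wells lacking PAFAH1B3 protein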
Target sequence (Q15102 whole entry, looked up): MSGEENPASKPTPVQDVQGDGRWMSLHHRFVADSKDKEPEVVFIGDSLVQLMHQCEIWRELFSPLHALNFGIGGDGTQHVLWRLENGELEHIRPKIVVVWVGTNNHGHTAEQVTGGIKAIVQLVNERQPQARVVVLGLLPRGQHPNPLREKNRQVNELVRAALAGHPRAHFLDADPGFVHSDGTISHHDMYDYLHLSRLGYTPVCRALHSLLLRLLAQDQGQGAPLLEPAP
LYPLA2 inh = LYPLA2 inhibitors, primary screen, counter-screen for PME1 inhibitor project, biochemical, fluorescence polarization, FP-Rh probe ABPP; 320,000 tested, 0.38% active; recombinant LYPLA2; inhibition, % at 5.9 µM;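 active = inhibition above the screen-wide mean plus 3 SD, limit set per campaign, cut at about 26% in these data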;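 also: 0% = LYPLA2 with DMSO and 100% = wells lacking LYPLA2 enzyme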
Target sequence (O95372 whole entry, looked up): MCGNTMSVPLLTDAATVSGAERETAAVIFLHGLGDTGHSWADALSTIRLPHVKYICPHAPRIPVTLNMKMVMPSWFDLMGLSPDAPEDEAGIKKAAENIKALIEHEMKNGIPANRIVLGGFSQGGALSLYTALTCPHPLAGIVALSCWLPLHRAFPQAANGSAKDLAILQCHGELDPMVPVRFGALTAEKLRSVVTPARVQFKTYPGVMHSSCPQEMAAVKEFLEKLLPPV
PREPL inhibitor = PREPL enzyme inhibitors, primary screen, biochemical, fluorescence polarization | recombinant PREPL, fluorescence polarization activity-based probe | inhibition, % at 5.96 µM | 320,000 tested, 0.68% active | AID 2751, 2010; in the data active = inhibition above about 43%;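 also: 0% = enzyme with DMSO and 100% = wells lacking enzyme; many of its hits are not listed in these tables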
EBNA-1 inhibitor = EBNA-1 DNA-binding inhibitors, primary screen, biochemical, fluorescence polarization; inhibition, % at 14.8 µM; 300,000 tested, 0.34% active; AID 1950, 2009; in the data active = inhibition above about 28%
The depositor's hits bear a star; / = no result given.

SMILES	pPAFAH inh	LYPLA1 inh	PAFAH1B2 FP inh	PAFAH2 FP inh	ZTA DNA inh	PAFAH1B3 inh	LYPLA2 inh	PREPL inhibitor	EBNA-1 inhibitor
CC(=O)c1ccc(NC(=O)c2ccc(NC(=O)CCS(=O)(=O)c3cccs3)cc2)cc1	1	-12	0	72*	0	0	-19	10	0
COc1ccc(N(CC(=O)NC(C)(C)C)S(=O)(=O)c2ccccc2)cc1OC	-2	1	5	15	8	8	-3	-8	3
CCOc1ccc(Nc2nc(Nc3ccc(O)cc3)nc(C)c2[N+](=O)[O-])cc1	5	-1	6	6	9	3	2	5	-9
CC1=NN(c2ccccc2)C(=O)/C1=C/c1cc(C)n(C2CC2)c1C	-5	-2	1	5	2	11	-8	10	-7
CCc1ccc(NC(=O)CCCN2C(=O)C3CC=CCC3C2=O)cc1 (stereo not given)	1	2	4	6	-3	10	4	14	-13
CCOc1cccc(=O)c2c(C)n(-c3ccc(C(=O)O)cc3)c(C)c12	38*	8	3	8	41*	6	1	0	7
CN(C(=O)c1ccccc1)c1ccc(OCC(=O)NC2CCS(=O)(=O)C2)cc1 (stereo not given)	-7	0	0	8	0	6	-8	0	-8
CCOc1ccc2[nH]c(=O)c(CN(Cc3ccccc3OC)C(=O)c3ccccc3)cc2c1	3	-3	1	0	0	5	3	0	-1
CCCCS(=O)(=O)Nc1ccc2ncn(C)c(=O)c2c1	5	0	2	11	7	5	4	-2	13
COc1cccc(N(CC(=O)NCCSCc2ccco2)S(=O)(=O)c2ccccc2)c1	2	-4	6	7	0	3	-10	15	-3
COC(=O)c1nonc1NCn1nnc2ccccc21	-2	-4	3	4	-9	7	0	12	-4
CCCn1c(N)c(N(CCOC)C(=O)CCC2CCCCC2)c(=O)[nH]c1=O	-5	-4	1	1	6	1	-9	4	/
COc1cccc(NC(=O)Cn2c3ccc(F)cc3c3nc4n(c(=O)c32)CCS4)c1	12	-3	3	2	2	-3	-7	4	5
CN(C)CCCN(C(=O)c1ccc(S(=O)(=O)N(C)C2CCCCC2)cc1)c1nc2ccc(Br)cc2s1	1	-2	5	4	12	5	-7	14	0
Cc1occc1C(=O)NNC(=O)c1nn(C)c(=O)c2ccccc12	-3	-2	-2	-5	-4	7	0	7	-7
COc1ccc(Cn2c(SCc3ccccc3C)nc3cc(OC)c(OC)cc3c2=N)cc1	9	-2	2	1	27	6	2	62*	5
O=C(CSc1nccc(=O)[nH]1)NCc1ccc(Cl)cc1	-6	2	0	-6	-10	3	0	-1	-10
Cc1ccc(NC(=O)c2cccc(NC(=O)CC3SC(N4CCCCC4)=NC3=O)c2)nc1 (stereo not given)	0	-1	1	4	2	4	1	-2	7
CC12C=CC3(O1)C(C(=O)N(c1ccccc1)C3C(=O)NC1CCCC1)C2C(N)=O (stereo not given)	2	3	4	-16	1	5	6	3	1
COc1ccccc1NS(=O)(=O)c1ccc(C)c(C(=O)N2CCN(c3ccc(O)cc3)CC2)c1	4	/	2	6	/	7	/	12	/
C=CCn1c(SCC(=O)NCc2ccccc2)nnc1-c1cc(Br)ccc1O	4	-2	6	6	11	-2	4	4	6
Cc1cccc(CN2C(=O)[C@H]3Cc4c([nH]c5ccccc45)C(C)(C)N3C2=O)c1	7	-3	1	-6	3	4	-5	7	1
Cc1ccc(CNC(=O)c2nnn(-c3cccc(C)c3)c2N)cc1	-4	-4	9	-24	10	6	-13	-1	-7
CSc1nnc(Cn2c(=O)sc3ccccc32)n1-c1ccccc1C	-6	4	4	-1	-2	-4	-7	-12	4
CCOC(=O)C1CCN(C(=O)COC(=O)Cc2ccc(Cl)cc2)CC1	30*	-1	8	11	-1	6	10	10	1
CN(C1CCCC1)C1CCN(C(=O)CNC(=O)/C=C/c2ccc(F)cc2)CC1	6	5	7	7	2	5	5	28	1
O=C(Nc1ccccc1OC(F)F)c1cc2c(s1)CCC2	8	1	-3	18	6	6	0	1	6
COc1ccc(C(=O)N2CCCC(Nc3ccc(F)cc3)C2)c(OC)c1 (stereo not given)	7	3	-8	-2	0	1	6	2	0
COc1ccc(-n2nnnc2SCC(=O)NC2CCCC2)cc1OC	-3	0	-5	-2	-11	-6	3	-6	-7
CC(OC(=O)c1ccc(C(C)(C)C)cc1)C(=O)NC1CCCCC1C (stereo not given)	-2	1	9	-2	-6	-3	-1	9	-12

Ordered by the number under pPAFAH inh (largest number first): 3 from the list above
| molecule | pPAFAH inh | PAFAH1B2 FP inh | PAFAH2 FP inh | PAFAH1B3 inh | PREPL inhibitor | EBNA-1 inhibitor |
| --- | --- | --- | --- | --- | --- | --- |
| COc1ccccc1NS(=O)(=O)c1ccc(C)c(C(=O)N2CCN(c3ccc(O)cc3)CC2)c1 | 4 | 2 | 6 | 7 | 12 | / |
| Cc1ccc(NC(=O)c2cccc(NC(=O)CC3SC(N4CCCCC4)=NC3=O)c2)nc1 (stereo not given) | 0 | 1 | 4 | 4 | -2 | 7 |
| Cc1ccc(CNC(=O)c2nnn(-c3cccc(C)c3)c2N)cc1 | -4 | 9 | -24 | 6 | -1 | -7 |

Next part
SMILES	pPAFAH inh	LYPLA1 inh	PAFAH1B2 FP inh	PAFAH2 FP inh	ZTA DNA inh	PAFAH1B3 inh	LYPLA2 inh	PREPL inhibitor	EBNA-1 inhibitor
CCN(CC)C(=O)CSc1nnc(-c2ccc(F)cc2)n1N	4	1	1	-1	-3	10	0	-5	-7
Nc1c(C(=O)Nc2ccccc2)sc2ncc([N+](=O)[O-])cc12	10	1	/	/	1	/	0	3	4
COc1ccc(C2=NS(=O)(=O)N(C)C(C(=O)NC3CCCCC3)=C2)cc1	-2	-1	0	-4	-2	-7	1	12	3
O=C(N/C(=C/c1ccco1)C(=O)N1CCCCCC1)c1ccccc1	3	0	-1	3	4	2	-4	-8	0
O=S(=O)(c1ccc(N2CCN(Cc3ccccc3)CC2)nc1)N1CCCC1	5	2	6	0	-11	-3	-1	6	/
O=C(CCn1c(=O)[nH]c2ccccc2c1=O)NCCSCc1ccccc1	6	4	10	-4	17	5	5	3	3
Cc1cccc(-c2nnc(SCC(=O)c3ccc(O)cc3O)n2C)c1	1	0	0	-9	-6	3	2	14	7
O=C(O)CCSc1ccc([N+](=O)[O-])cc1[N+](=O)[O-]	-5	2	1	6	5	2	-4	-15	-9
Cc1cc(N2CCOCC2)nc(NCc2ccccc2)n1	3	1	3	13	-3	14	1	4	-6
Cc1cccc(NC(=O)c2ccc(C3SCC(=O)N3CCc3ccccc3)cc2)c1 (stereo not given)	2	-7	1	-7	-10	-2	-10	-10	-3
C[C@H]1COC(=O)[C@H](CC(=O)OC(C)(C)C)C/C=C\C[C@@H](CC(=O)NCCO)C(=O)N1	0	/	1	1	/	2	/	11	/
COC(=O)c1cc(OC)c(OC)cc1NC(=O)c1cc(-c2ccccc2)nc2ccccc12	-2	-3	3	0	3	6	-2	13	-10
CCOC(=O)c1ccc(NC(=O)[C@@H](NC(N)=O)C(C)C)cc1	5	-2	0	5	7	1	0	4	-3
COc1ccccc1NC(=O)NC1(C(=O)NCC2CCCO2)CCCCC1 (stereo not given)	1	0	1	-1	-3	6	-2	11	-7
O=C(c1ccc2ccccc2c1)N1CCN(c2ccccc2)CC1	0	0	6	-2	-4	4	-1	15	0
COCc1ccc(C(=O)N2CCCC(Nc3ccc(F)c(F)c3)C2)s1 (stereo not given)	10	4	5	5	-18	1	1	28	-4
O=C(N/N=C/c1ccncc1)c1ccccc1OCc1ccc(Br)cc1	-1	-4	-3	3	-11	9	-4	-16	3
Cc1ccc2cc(NC(=O)c3ccccc3C)ccc2n1	2	-2	0	5	-4	-2	4	4	-12
COc1cccc(OCc2cc(C(=O)N3CCNC(=O)C3Cc3ccccc3)no2)c1 (stereo not given)	1	1	2	-2	10	2	5	12	7
NNC(=O)c1[nH]c2ccc([N+](=O)[O-])cc2c1-c1ccccc1	7	-26	2	-8	-3	11	-42	20	14
O=C1C2=C(C(c3ccccc3)=NCCN2)C(c2cccc([N+](=O)[O-])c2)N1c1ccccc1 (stereo not given)	4	5	4	3	3	9	-1	31	-13
CCc1ccc(Nc2nc(N3CCOCC3)nc(N3CCOCC3)n2)cc1	2	1	6	4	-11	9	3	3	-11
O=C(O)CCN1C(=O)S/C(=C\c2cccnc2)C1=O	-1	-2	4	-7	10	5	-3	15	-1
COc1cc2cnc(-c3ccccc3)c(-c3ccc(C#N)cc3)c2cc1OC	3	-2	5	1	-4	3	6	-30	/
O=c1[nH]c2ccccc2[n+]([O-])c1-c1ccccc1	-5	-6	0	2	-1	4	-3	2	-3
CC1CC(C)CN(S(=O)(=O)c2ccc(NC(=O)CCN3C(=O)C4CC=CCC4C3=O)cc2)C1 (stereo not given)	-9	-2	2	11	-9	-1	-2	1	/
CCc1ccc(N(CC(=O)NC2CC2)S(=O)(=O)c2ccc(C)cc2)cc1	2	2	-3	-26	2	7	4	-2	-1
O=C(O)CCNC1C=CS(=O)(=O)C1 (stereo not given)	-7	0	/	/	-4	/	-1	6	-8
Cc1ccc(S(=O)(=O)N2CCOC2CNC(=O)C(=O)NCc2cccnc2)cc1 (stereo not given)	2	2	5	7	7	5	3	4	2
COc1ccc(NC(=O)Cn2c(=O)oc3cc(S(=O)(=O)N4CCCC4)ccc32)c(OC)c1	-12	0	3	7	-1	13	-1	10	-6
CCn1c(C)cc(O)cc1=O	2	-1	-4	6	-1	12	2	-2	6
Cc1noc(C)c1COC(=O)c1cc(S(=O)(=O)N2CCOCC2)ccc1F	-1	1	-4	-2	2	2	4	5	/
Cc1cccc(/C=C/c2nc3ccccc3c(=O)[nH]2)c1	-2	-3	4	9	30	2	-9	-5	3
CC(=O)c1ccc(Nc2nc(N3CCOCC3)nc(N3CCOCC3)n2)cc1	4	-3	-1	5	-11	9	3	-3	13
CN1CCN(c2nc(NCc3ccco3)nc(N)c2[N+](=O)[O-])CC1	1	0	7	3	1	9	2	-2	-2
CCOC(=O)C(=O)Cc1nc2ccccc2s1	6	-1	1	4	-8	-4	-3	-2	-12
CC(=O)Nc1c(C(=O)N2CCCCCC2)cnn1-c1ccccc1	-2	-2	3	1	-1	7	-3	-7	-3
CCC(C)N(C(=O)CSc1ncnc2c1cnn2-c1ccccc1)C1CCS(=O)(=O)C1 (stereo not given)	6	-1	3	-1	-16	2	2	5	5
COC(=O)Nc1ccc(S(=O)(=O)Nc2ncccn2)cc1	5	0	3	10	-6	2	0	5	5
O=C(NCc1nnc(SCC(=O)N2CCCC2)o1)c1cccc(C(F)(F)F)c1	-1	-2	-5	-2	5	2	-4	-7	4
Cc1ccc(C(=S)N2CCN(Cc3ccccc3)CC2)s1	6	0	7	2	12	8	2	-2	6
O=C(CSc1nc(=O)[nH]c2c1CCCC2)Nc1ccc(F)cc1F	0	2	-1	-4	8	2	0	-7	-1
CC(C)[C@H](NC(=O)c1ccc(C(C)(C)C)cc1)C(=O)Nc1nnc(C2CC2)s1	0	-6	4	1	-8	3	-6	4	-2
CCOC(=O)c1sc2ncnc(NCC(c3cccs3)N(C)C)c2c1C (stereo not given)	1	-3	-2	1	-2	-3	6	9	-1
CC(=O)Nc1nc(C)c(Oc2ccc(Cl)cc2)c(=O)[nH]1	3	2	3	1	5	-5	-2	9	-6
CCOC(=O)C1CCN(S(=O)(=O)c2ccc3c(c2)N(C)C(=O)CC(=O)N3C)CC1	4	1	3	4	7	9	-4	2	0

This is a subset (hit frequency here may not be typical).
